Screening results from PubChem.
Jurkat NFkB inh – inhibitors of the PMA/ionomycin-induced NF-kB reporter in Jurkat cells; PMA/ionomycin-induced NF-kB luciferase reporter, luminescence; inhibition, % at 4 µM; 330,000 compounds, 0.53% hits; AID 435003; in the data active = inhibition above about 50%
CXCR6 inh – blocks human CXCR6 beta-arrestin recruitment; O00574; CHO-K1 PathHunter CXCR6 beta-arrestin, luminescence; inhibition, % at 20 µM; 360,000 compounds, 0.36% hits; AID 602244; in the data active = inhibition above about 34%, passing the limit was not always enough;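 also: antagonist mode with CXCL16 agonist at 10 nM final; 0% = 10 nM CXCL16 with DMSO and 100% = unstimulated wells without agonist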
Target sequence (O00574 whole entry, looked up): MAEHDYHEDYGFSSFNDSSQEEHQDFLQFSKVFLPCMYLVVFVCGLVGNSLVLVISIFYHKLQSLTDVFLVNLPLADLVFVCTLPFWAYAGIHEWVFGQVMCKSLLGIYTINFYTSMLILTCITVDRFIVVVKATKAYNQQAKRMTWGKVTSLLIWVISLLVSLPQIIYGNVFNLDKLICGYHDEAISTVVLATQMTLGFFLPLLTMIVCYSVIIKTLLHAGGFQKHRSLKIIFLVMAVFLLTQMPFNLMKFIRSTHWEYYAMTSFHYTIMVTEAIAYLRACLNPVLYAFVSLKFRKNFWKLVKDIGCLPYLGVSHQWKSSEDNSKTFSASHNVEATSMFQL
Mdm2-MdmX inh – disrupts the human Mdm2-MdmX interaction; SaOS-2 split-luciferase Mdm2/MdmX complementation, luminescence; inhibition, % at 8 µM; 330,000 compounds, 3% hits; AID 485346; O15151+Q00987;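 active = inhibition of at least 50% at 8 µM in the primary screen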
UPR XBP1 act – activators of adaptive arm of unfolded protein response (XBP1); 330,000 compounds, 0.33% hits; CHO-XBP1 luciferase reporter, IRE1-XBP1 UPR activation, luminescence; percent of tunicamycin response, DMSO as zero; AID 463104; activation, % at 20 µM;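 active = versus positive control, 20 µM dose yields 30% or more activation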;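 also: 100% = tunicamycin at 10 µg/mL and 0% = DMSO only wells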
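Assay system: CHO-XBP1 luciferase reporter cells; Schedule: 6 h treatment, 37 °C; Detection: glow luminescence from Steady-Glo reagent; Benchmarks: high control tunicamycin 10 µg/mL final, low control DMSO vehicle only.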
EBI2 antag – EBI2 (human) antagonism. EBI2 beta-arrestin recruitment, luminescence, 7a,25-OHC stimulated. inhibition, % at 5 µM. 360,000 compounds, 0.81% hits. AID 651636. P32249; in the data active = inhibition above about 38%;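 also: enzyme fragment complementation signal reports receptor beta-arrestin coupling in cells; 0% = agonist plus DMSO wells and 100% = wells without agonist; some results beyond the cut were filed as inactive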
Target sequence (P32249 whole entry, looked up, the tested form may be a part): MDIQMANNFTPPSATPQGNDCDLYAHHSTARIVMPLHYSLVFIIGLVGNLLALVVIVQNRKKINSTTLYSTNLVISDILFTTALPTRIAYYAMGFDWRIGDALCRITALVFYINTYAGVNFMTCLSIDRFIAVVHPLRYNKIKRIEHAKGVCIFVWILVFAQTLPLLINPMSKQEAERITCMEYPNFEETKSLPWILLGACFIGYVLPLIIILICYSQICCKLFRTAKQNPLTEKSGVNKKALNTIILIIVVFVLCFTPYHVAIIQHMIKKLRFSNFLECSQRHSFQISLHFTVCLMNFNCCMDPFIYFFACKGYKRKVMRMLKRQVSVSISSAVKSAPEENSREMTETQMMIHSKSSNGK
UPR CHOP act – apoptotic UPR (CHOP) activation. CHO-CHOP luciferase reporter, luminescence; percent of tunicamycin response over DMSO baseline. activation, % at 10 µM. 330,000 compounds, 0.34% hits;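 active = at 10 µM dose, activation of 40% or more, normalized to positive control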;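 also: 100% = tunicamycin at 10 µg/mL and 0% = DMSO alone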
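Material: CHO-CHOP cells, stable luciferase reporter of PERK-eIF2a-CHOP signalling; quantity: 500 reporter cells seeded per well; buffer or medium: F12 medium containing 10% fetal bovine serum; compound: one dose, 10 µM in 0.5% DMSO; incubation: 6 h compound treatment, 37 °C; measured by: Steady-Glo luciferase luminescence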
Gli-Sufu antag – blocks Gli-Sufu signaling in a luciferase reporter; Sufu-KO-LIGHT fibroblasts, Gli luciferase reporter luminescence; inhibition, % at 5 µM; 340,000 compounds, 0.74% hits; AID 588413;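 active = inhibition above about 55%, limit read from the data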;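 also: 0% = DMSO-treated cells and 100% = wells with medium but no cells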
CCR6 antag – CCR6 (human) receptor antagonism. CHO-K1 CCR6 PathHunter beta-arrestin, luminescence, CCL20-stimulated. 340,000 compounds, 0.49% hits. AID 493098. P51684. inhibition, % at 20 µM;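 active = compounds whose inhibition of the agonist-driven luminescence signal at 20 µM reaches about 50%, limit read from the data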;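 also: cells stimulated with CCL20 at 14 nM final; plate controls were DMSO with CCL20 for no effect and DMSO without agonist for full effect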
697 NFkB inh – lowers PMA/ionomycin-induced NF-kB signal in 697 B cells | 697 B-cell NF-kB luciferase reporter, 16 h | inhibition, % at 4 µM | 330,000 compounds, 0.33% hits; in the data active = inhibition above about 35%
Starred values were filed as active, the others as inactive; x = no result given.

item	SMILES	CCR6 antag	CXCR6 inh	Gli-Sufu antag	UPR XBP1 act	Mdm2-MdmX inh	UPR CHOP act	Jurkat NFkB inh	EBI2 antag	697 NFkB inh
1	CCC1(CC)Cc2ccccc2-c2nc(NCCO)[nH]c(=O)c21	-8	-4	-3	-2	5	-0.1	4	7	11
2	Cc1cccc(NC(=O)COC(=O)c2ccc3nc(C)c(C)nc3c2)c1	5	4	-6	-3	12	-0.8	-16	7	0
3	Cc1nc(S(=O)(=O)N2CCN(C3c4ccccc4-c4ccccc43)CC2)cn1C	6	1	16	0	28	-0.7	-6	-2	3
4	Nc1ccc(C(=O)NNC(=O)C2COc3ccccc3O2)cc1[N+](=O)[O-] (stereo unspecified)	7	3	-2	1	3	1.7	3	-3	12
5	O=C1CC(C(=O)O)S/C(=N\NC(=O)c2ccccc2)N1 (stereo unspecified)	1	4	1	-2	19	0.8	3	-3	15
6	OCCCNc1nc(-c2ccc(Cl)cc2)nnc1-c1ccc(Br)cc1	14	-8	26	x	x	x	x	21	x
7	CCCN(CC(=O)Nc1ccc(F)c(F)c1F)C(=O)Cn1c(=O)cnc2ccccc21	3	-2	-4	-2	24	1.8	16	2	18
8	CC1(C)C2CC=C(/C=N/NC(=S)NCCc3ccccc3)C1C2 (stereo unspecified)	14	6	-4	-3	13	14	-13	34	-12
9	COc1cccc(-n2c(C)nnc2SCC(=O)Nc2ccccc2N2CCOCC2)c1	-3	-4	1	2	-16	-1.1	-16	0	-1
10	Cc1ccc(CN2CC(C(=O)N3CCN(S(=O)(=O)c4ccc(C(C)C)cc4)CC3)CC2=O)cc1 (stereo unspecified)	6	-2	-1	-1	25	1.0	20	4	-5
11	O=C(N/N=C/c1ccc(OC(F)F)cc1OC(F)F)c1cccc(S(=O)(=O)N2CCOCC2)c1	8	0	0	-2	-16	0.6	-1	-4	1
12	CCN(CC)CCNC(=O)C(=O)NCC1OCCN1S(=O)(=O)c1ccc([N+](=O)[O-])cc1 (stereo unspecified)	-6	-9	2	2	-18	0.7	-14	-19	14
13	CC(=O)n1cc([C@@H]2C=C(C(=O)N3CCN(C)CC3)O[C@H](OCc3ccc(CO)cc3)C2)c2ccccc21	-4	-8	5	3	-14	1.0	-6	0	-2
14	O=C(O)Cc1ccc(Oc2ncc(C(F)(F)F)cc2Cl)cc1	1	-13	7	-2	-18	-1.7	-7	-1	4
15	CC(C)(C)NC(=O)Cn1c(=O)c(=O)n(Cc2ccccc2)c2ccc(Cl)cc21	5	-5	0	0	11	0.4	-4	-3	15
16	CC1(C)CC(NC(=O)c2ccc(Br)o2)CC(C)(C)N1	-2	-4	-19	-4	14	0.3	-8	-3	9
17	O=C(O)c1ccc(CNC(=O)c2ccccc2NC(=O)c2cccc([N+](=O)[O-])c2)cc1	16	-5	-6	-1	-6	-0.9	-4	5	-3
18	Cc1nc(-c2cccc(Br)c2)ccc1C(=O)O	-2	5	-2	4	-4	0.5	-20	4	-2
19	COc1ccc(NC(=O)Nc2ccc(OCC(=O)N3CCOCC3)cc2)cc1OC	6	4	3	-2	14	-2.4	2	-3	14
20	CC1(C)CC(=O)C2=C(C1)N=c1s/c(=C/c3ccc(F)c(F)c3)c(=O)n1C2c1ccc(F)cc1 (stereo unspecified)	7	-6	11	2	46	40*	-1	21	24
21	CS(=O)(=O)Nc1ccc(C(=O)NC2CCCCC2)cc1	-5	-1	-2	-1	-8	-0.4	13	-5	6
22	Cc1nc(N2CCOCC2)nc2c1CCCC2	-5	-6	-13	-1	-32	2.5	9	-1	-2
23	Cc1onc(-c2c(Cl)cccc2Cl)c1C(=O)Nc1ccc2c(c1)OCO2	13	-2	-4	-2	12	-3.5	-3	-3	10
24	C=CCn1c(=S)[nH]c2cc(C(=O)Nc3ccc(F)cc3)ccc2c1=O	5	-2	29	8	17	6.1	-2	3	10
25	COC(=O)/C(=C/c1cccnc1)NC(=O)c1ccccc1	5	-10	-1	-2	1	-1.2	6	-2	12
26	c1ccc(C[C@H]2CN=C(Nc3ccccc3)N2CC2CCCCCC2)cc1	11	3	16	0	25	0.1	4	12	-3
27	Cc1ccc(C(=O)N/N=C/c2c(O)ccc3ccccc23)cn1	-5	-14	35	-3	75*	-0.9	31	8	17
28	COc1ccccc1OCCCCn1c(C(C)O)nc2ccccc21 (stereo unspecified)	7	-3	6	0	13	1.5	19	-3	7
29	Cc1ccccc1NC(=O)Cc1nnc(SCC(=O)Nc2ccccc2)n1C	9	0	-25	-2	-13	2.3	5	11	4
30	Cc1nc(-c2ccc(C(=O)Nc3ccccc3F)cc2)cs1	10	-11	-81	-5	-90	-6.2	-72	2	-9
31	O=C(Nc1ccccc1C(=O)O)c1ccc(N2C(=O)C3CC=CCC3C2=O)cc1 (stereo unspecified)	10	8	6	-4	5	-1.8	-22	8	-16
32	CC(=O)c1c(C)n(C)c2ccc(OC(=O)c3ccco3)cc12	15	4	-6	2	2	-0.4	-7	1	-10
33	CC(C)NC(=O)c1onc(CSc2ccc(F)cc2)c1C(=O)NC(C)C	4	-11	-3	0	6	0.2	12	6	4
34	O=C(OCc1cccnc1)C1=Cc2ccccc2OC1	-8	2	2	-2	-11	3.9	8	17	-29
35	CCCCc1nc2ccc(S(=O)(=O)O)cc2[nH]1	3	5	-2	-3	-25	0.6	11	5	-1
36	Cc1ccc2nc(/C(C#N)=N/O)[nH]c2c1	-12	-1	-4	2	6	-0.8	13	-3	-4
37	CCOC(=O)c1nn(-c2cccc(Cl)c2)c2nc(Nc3ccccc3)cc(=O)n12	-12	1	3	2	14	3.4	-8	-4	-5
38	Cc1ccc(-n2ncc3c(=O)[nH]cnc32)c(C)c1	-8	2	5	0	9	-1.2	0	-14	23
39	COc1ccc(NC(=O)C2CCC(=O)N2C(=O)OCc2ccccc2)cc1 (stereo unspecified)	12	4	x	-4	19	0.9	1	6	-3
40	CCOC(=O)c1sc(NC(=O)c2c(OC)cccc2OC)nc1C	-2	12	-2	4	5	0.7	1	2	7
41	Cc1cc(NCc2cccnc2)no1	-4	2	1	-4	1	1.9	-14	0	15
42	N#Cc1ccc(CSc2nnc(-c3ccccc3)n2Cc2ccco2)cc1	5	-1	5	-2	-22	-1.2	14	18	20
43	Cc1cccc(OCc2nnc(SCC(=O)Nc3ncc(C)s3)o2)c1	-1	3	2	1	-25	3.6	-12	5	-1
44	Cc1cccc(N2CCN(C(=O)C3CCN(S(=O)(=O)c4cccc5nsnc45)CC3)CC2C)c1 (stereo unspecified)	-11	-10	3	1	-6	6.3	-9	-15	-12
45	O=C(c1n[nH]c(=O)c2ccccc12)N1CCN(c2ccc(F)cc2)CC1	4	1	3	1	-23	-0.8	-26	-2	-13
46	C#CCOCCOCCOCCNc1nc(N2CCN(C(=O)[C@H]([C@@H](C)CC)n3cc([C@@H](N)CC(C)C)nn3)CC2)nc(N2CCN(C(=O)[C@H](Cc3ccc(O)cc3)n3cc([C@@H](N)C(C)CC)nn3)CC2)n1 (stereo partly specified)	-5	13	2	1	11	-2.8	-3	1	10
47	CCC(C(=O)NC(C)CCc1ccccc1)n1nc(C)n2c(cc3occc32)c1=O (stereo unspecified)	-2	0	-44	9	39	-1.9	12	-1	8
48	CCOc1ccc(C(=O)CCC(=O)Nc2cc(C)ccn2)cc1	3	-2	-22	5	-7	5.3	-22	12	-12
49	Fc1ccc2cnc(CCO[C@H]3CCCCO3)cc2c1	-11	-6	-20	-4	-10	-1.7	5	-4	-128
50	Cc1ccc(N(CC(=O)NC(C)(C)C)C(=O)CS(=O)CC(=O)Nc2ccc3c(c2)OCO3)cc1 (stereo unspecified)	-18	2	-3	-2	19	1.2	-16	-11	5
51	Cc1ccc(C(=O)NC2CCN(S(=O)(=O)c3ccccc3)CC2)cc1	-2	-1	3	-1	32	1.3	-2	1	11
52	Cc1cc(C)nc(/N=C(\N)Nc2cccc(OCc3ccccc3)c2)n1	-7	-13	19	6	73*	3.4	70*	-6	-40
53	C=CCNC(=O)C1CCN(C(=O)c2ccc(-c3ccccc3)cc2)CC1	-15	-10	11	-1	-1	1.1	10	23	3
54	COc1ccc(-c2nc(C#N)c(NCc3ccccc3Cl)o2)cc1OC	7	-7	-25	12	15	3.7	-13	9	-32
55	Cc1ccc(Sc2ncccc2COC(=O)Nc2c(C)cccc2C)cc1	15	14	43	-1	14	2.9	-1	38	-4

Entries 34 through 49 of the list above:
item	SMILES	CCR6 antag	CXCR6 inh	Gli-Sufu antag	UPR XBP1 act	Mdm2-MdmX inh	UPR CHOP act	Jurkat NFkB inh	EBI2 antag	697 NFkB inh
34	O=C(OCc1cccnc1)C1=Cc2ccccc2OC1	-8	2	2	-2	-11	3.9	8	17	-29
35	CCCCc1nc2ccc(S(=O)(=O)O)cc2[nH]1	3	5	-2	-3	-25	0.6	11	5	-1
36	Cc1ccc2nc(/C(C#N)=N/O)[nH]c2c1	-12	-1	-4	2	6	-0.8	13	-3	-4
37	CCOC(=O)c1nn(-c2cccc(Cl)c2)c2nc(Nc3ccccc3)cc(=O)n12	-12	1	3	2	14	3.4	-8	-4	-5
38	Cc1ccc(-n2ncc3c(=O)[nH]cnc32)c(C)c1	-8	2	5	0	9	-1.2	0	-14	23
39	COc1ccc(NC(=O)C2CCC(=O)N2C(=O)OCc2ccccc2)cc1 (stereo unspecified)	12	4	x	-4	19	0.9	1	6	-3
40	CCOC(=O)c1sc(NC(=O)c2c(OC)cccc2OC)nc1C	-2	12	-2	4	5	0.7	1	2	7
41	Cc1cc(NCc2cccnc2)no1	-4	2	1	-4	1	1.9	-14	0	15
42	N#Cc1ccc(CSc2nnc(-c3ccccc3)n2Cc2ccco2)cc1	5	-1	5	-2	-22	-1.2	14	18	20
43	Cc1cccc(OCc2nnc(SCC(=O)Nc3ncc(C)s3)o2)c1	-1	3	2	1	-25	3.6	-12	5	-1
44	Cc1cccc(N2CCN(C(=O)C3CCN(S(=O)(=O)c4cccc5nsnc45)CC3)CC2C)c1 (stereo unspecified)	-11	-10	3	1	-6	6.3	-9	-15	-12
45	O=C(c1n[nH]c(=O)c2ccccc12)N1CCN(c2ccc(F)cc2)CC1	4	1	3	1	-23	-0.8	-26	-2	-13
46	C#CCOCCOCCOCCNc1nc(N2CCN(C(=O)[C@H]([C@@H](C)CC)n3cc([C@@H](N)CC(C)C)nn3)CC2)nc(N2CCN(C(=O)[C@H](Cc3ccc(O)cc3)n3cc([C@@H](N)C(C)CC)nn3)CC2)n1 (stereo partly specified)	-5	13	2	1	11	-2.8	-3	1	10
47	CCC(C(=O)NC(C)CCc1ccccc1)n1nc(C)n2c(cc3occc32)c1=O (stereo unspecified)	-2	0	-44	9	39	-1.9	12	-1	8
48	CCOc1ccc(C(=O)CCC(=O)Nc2cc(C)ccn2)cc1	3	-2	-22	5	-7	5.3	-22	12	-12
49	Fc1ccc2cnc(CCO[C@H]3CCCCO3)cc2c1	-11	-6	-20	-4	-10	-1.7	5	-4	-128
